Screens (PubChem BioAssay)
Runt-SMMHC FRET: blocks binding of human RUNX1 Runt domain to CBFb-SMMHC | 0.74% of 220,000 active | Q01196+Q13951 | Cerulean-Runt/Venus-CBFb-SMMHC FRET ratio 530/480, 1 h | inhibition, % at 20 µM;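 active = mean inhibition across duplicate retests at 20 µM reaching about 50%, limit read from the data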;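 note: 0% = DMSO wells and 100% = wells with excess untagged CBFb-SMMHC; inhibitors lower the FRET ratio by blocking Runt binding to CBFb-SMMHC; some results filed as inactive read as strong as hits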
EBV gp42 block: EBV gp42 inhibition | 0.42% of 220,000 active | AID 1085 | Q1HVG2 | Fluorescence polarization binding assay, mP read-out | inhibition, % (tested at 21.74 µM); in the data active = inhibition above about 50%
Target sequence (Q1HVG2 whole entry, looked up): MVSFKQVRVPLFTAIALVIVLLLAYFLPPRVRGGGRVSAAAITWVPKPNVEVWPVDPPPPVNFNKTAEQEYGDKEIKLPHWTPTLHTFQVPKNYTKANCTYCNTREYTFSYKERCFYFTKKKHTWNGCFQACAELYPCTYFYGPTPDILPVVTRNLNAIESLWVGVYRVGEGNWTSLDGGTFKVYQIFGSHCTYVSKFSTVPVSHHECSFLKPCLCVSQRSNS
Furin inh: human furin inhibition; P09958; purified furin, fluorogenic substrate cleavage; inhibition, % at 30 µM; 0.061% of 220,000 active; AID 463115; in the data active = inhibition above about 25%; note: inactives centre near -15
Tb hexokinase: blocks Trypanosoma brucei hexokinase 1 activity | inhibition, % at 10 µM | 0.11% of 220,000 active | recombinant TbHK1, G6PDH-coupled NADH A340;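 active = inhibition of 50% or more in the single-dose primary screen; inactive = inhibition below 50%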
p97 ATPase inh: inhibitors of human p97 ATPase | 0.42% of 220,000 active | AID 1481 | inhibition, % at 8 µM | recombinant p97 ATPase, Kinase-Glo ATP luminescence, 3 h | P55072; in the data active = inhibition above about 15%;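 note: 0% = DMSO vehicle and 100% = wells lacking enzyme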
Target sequence (P55072 whole entry, looked up): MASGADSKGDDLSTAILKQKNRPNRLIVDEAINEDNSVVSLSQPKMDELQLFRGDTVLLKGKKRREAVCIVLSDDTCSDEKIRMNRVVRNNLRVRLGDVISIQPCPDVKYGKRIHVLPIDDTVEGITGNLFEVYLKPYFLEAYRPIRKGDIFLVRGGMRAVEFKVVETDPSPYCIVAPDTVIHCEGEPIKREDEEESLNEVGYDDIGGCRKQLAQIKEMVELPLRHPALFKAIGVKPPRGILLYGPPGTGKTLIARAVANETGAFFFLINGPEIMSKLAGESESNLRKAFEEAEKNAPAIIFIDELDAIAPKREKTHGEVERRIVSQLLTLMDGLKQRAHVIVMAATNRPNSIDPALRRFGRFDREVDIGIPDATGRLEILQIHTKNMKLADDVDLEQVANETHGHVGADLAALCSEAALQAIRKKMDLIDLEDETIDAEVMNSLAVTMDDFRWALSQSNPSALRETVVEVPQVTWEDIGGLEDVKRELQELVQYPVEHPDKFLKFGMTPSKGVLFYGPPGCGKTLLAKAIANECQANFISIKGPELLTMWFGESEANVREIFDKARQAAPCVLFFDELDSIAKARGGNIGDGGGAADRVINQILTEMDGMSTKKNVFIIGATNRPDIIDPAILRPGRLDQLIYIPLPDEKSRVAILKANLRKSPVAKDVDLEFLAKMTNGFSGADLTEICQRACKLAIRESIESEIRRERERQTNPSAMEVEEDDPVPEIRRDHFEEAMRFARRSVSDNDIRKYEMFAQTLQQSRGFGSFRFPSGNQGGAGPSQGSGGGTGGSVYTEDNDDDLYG
p47phox inh: inhibitors of human p47phox binding | p47phox/p22phox peptide binding, fluorescence polarization, 2 h | inhibition, % at 24.7 µM | 0.53% of 220,000 active | AID 1274;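 active = inhibition above about 30%, limit read from the data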;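 note: 0% = p47phox with labelled peptide and 100% = labelled peptide alone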
RBBP9 inh: human RBBP9 hydrolase inhibition | O75884 | recombinant RBBP9, FP-Rh probe fluorescence polarization | inhibition, % at 7.94 µM | 0.2% of 220,000 active;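 active = inhibition above the campaign mean of all tested compounds plus 3 SD, cut at about 14% in these data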;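 note: plate controls were DMSO wells with RBBP9 for no effect and wells lacking RBBP9 protein for full effect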
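Assay system: recombinant human RBBP9; Reagent: Serine-hydrolase probe FP-Rh, 375 nM pre-mixing; Doses: 7.94 µM single dose, 0.794% DMSO; Incubation: 30 min then 45 min, 25 °C; Detection: fluorescence polarization (mP), excitation 525 nm, emission 598 nm; Evaluation: percent inhibition from mP, scaled between DMSO and no-protein wells.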
Runt-CBFb FRET: inhibitors of human RUNX1 Runt domain binding to CBFb. 0.46% of 220,000 active. inhibition, % at 20 µM. Cerulean-Runt/Venus-CBFb FRET ratio 530/480, 1 h;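 active = inhibition over about 50% at 20 µM in the single-dose screen, limit read from the data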;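 note: 0% = DMSO wells and 100% = excess unlabeled CBFb competitor control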
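Assay system: Cerulean-Runt domain fusion protein, energy donor; Signal: fluorescence energy transfer, 422 nm excitation, 530/480 nm emission; Timing: 1 h compound exposure, room temperature; Control set: unlabeled CBFb; Medium: Tris buffer pH 7.5 with salts and BSA; Compound: single test concentration of 20 µM, 1% DMSO final; Probe or stimulus: Venus-CBFb 100 nM.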
m-calpain inh: blocks pig calpain II enzyme activity. purified calpain II, fluorogenic peptide substrate, 30 min. inhibition, % at 16 µM. AID 1236. 0.37% of 220,000 active;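 active = inhibition above about 50%, limit read from the data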
Starred values were filed as active, the others as inactive; . = no result given; [ ] = another dose, or the depositor's remark.

SMILES	Runt-SMMHC FRET	EBV gp42 block	Furin inh	Tb hexokinase	p97 ATPase inh	p47phox inh	RBBP9 inh	Runt-CBFb FRET	m-calpain inh
O=S(=O)(Cc1ccccc1)NCC1CCCN(Cc2cccc3nonc23)C1 (centres undefined)	-2	1	-7	5	-8	11	-17	0	37
Clc1ccc(Nc2nc(-c3cccnc3)cs2)cc1	-2	-2	-10[20 µM]	0	0	-7	-7	1	-42
Cn1c(SCc2cc(=O)n3cc(Br)ccc3n2)nnc1C1COc2ccccc2O1 (centres undefined)	-3	-13	7	-12	-5	-13	-6	-2	-48
CCN(CC(=O)Nc1ccc(N2CCOCC2)cc1)C(=O)c1ccc(C(F)(F)F)cc1	-1	-8	-22	0	3	-4	-3	-1	-8
NC(=S)N=Nc1c(O)[nH]c2ccccc12	-1	5	-12	-21	4	-7	2	0	8
COc1ccc(-c2[nH]ncc2CNC(C)c2ccccc2Cl)cc1F (centres undefined)	1	1	-22	5	-2	2	-5	-1	-32
CCOC(=O)C1=C(C)NC(C)=C(C(=O)OCC)C1C(=O)OCC(=O)N1c2ccccc2CC1C (centres undefined)	-4	-23	-4[20 µM]	-16	1	-11	2	-2	-54
O=C(CCN1C(=O)COc2ccccc21)NCCCN1CCN(c2ccccc2F)CC1	3	-9	-30[20 µM]	-1	-1	-9	-5	0	-17
CC(=O)Nc1cccc(C2=CC(c3ccco3)n3ncnc3N2)c1 (centres undefined)	87	130*	-15	-14	7	-17	-4	-100	-76
[N-]=C=C1C(=S)NC(=O)[C@H]([n+]2ccccc2)[C@H]1c1ccc(Cl)cc1	8	-9	-14	-16	8	-5	-4	33	23
COc1ccc(-c2cccc(C3CC=CC4C3C(=O)N(Cc3ccccc3)C4c3cc(C)ccc3F)c2)cc1 (centres undefined)	-1	-8	6	1	.	-29	.	2	-21
COc1cccc(/C=C/C(=O)Nc2ccc(N3CCOCC3)cc2)c1OC	1	-10	-22	-23	0	-14	3	3	1
Nc1cccc(NC(=O)c2cccs2)c1	-1	-5	-25[20 µM]	0	2	-5	-8	1	-17
Cc1ccc(NC(=S)C2=C(O)c3sccc3N(C)S2(=O)=O)cc1	73*	-19	-11[20 µM]	-36	0	-5	-6	65*	9
c1ccc(CNC2=NCCC2)nc1	4	0	-18[20 µM]	2	-1	2	-5	-1	14
Cc1ccccc1NC(=S)N1CCOCC1	1	-16	-24	0	8	-13	-4	0	-6
CCCCn1cnc2c(=S)nc(N)[nH]c21	-4	3	-17	-70	6	-1	-2	23	13
COc1ccc(N(CC(=O)N2CCN(C)CC2)S(C)(=O)=O)cc1OC	-2	-25	-24	-5	4	-4	-1	2	2
CCCC(=O)Nc1ccc(NC(=O)CCc2ccccc2)cn1	-30	-14	-25	1	0	-11	2	0	-10
CCn1c(=O)cc(OCC(=O)NCCC(C)C)c2ccccc21	2	-16	-13	-4	-6	9	-5	3	13
COC(=O)c1c(NC(=O)COC(=O)Cn2cnc3ccccc32)sc(C)c1C	-1	-2	-2	-5	1	-1	0	-3	-3
CCN(CC)S(=O)(=O)c1cccc(NC(=O)COc2ccc(Cl)cc2Br)c1	0	-36	-6	-4	3	-24	5	-1	15
CN(C)C(=O)c1cc(Br)ccc1Cl	1	-11	-12[20 µM]	-3	-4	-4	5	-1	-7
CCC(=O)c1cc2c(C)cc(=O)oc2c(C)c1OC(C)=O	42	15	-9	-15	1	-9	5	25	-347
COc1ccc(OCCSc2nnc(CCNC(=O)c3ccc(Cl)c(Cl)c3)n2C)cc1	-11	-4	-6	0	-2	-8	-6	-6	-20
N#Cc1c(C(F)(F)F)cc(-c2ccccc2)nc1SCC(=O)Nc1sc2c(c1C#N)CCC2	-19	-13	-14	0	-5	-30	-5	-5	0
COc1ccc([N+](=O)[O-])c(OC)c1C(=O)NC(=O)Nc1nc(C)cc(C)n1	0	-1	-29	-18	2	-1	6	-2	-21
CN1CCN(CCCn2cnc3c(=O)oc4ccccc4c32)CC1	0	-19	-13[20 µM]	0	1	-13	3	-2	-16
CC(=O)Nc1cccc(NC(=O)c2sc3ncn(CC(=O)N4CCCCC4)c(=O)c3c2C)c1	-4	-2	-4	-5	1	-1	8	2	-45
CC(NC(=O)NC1CCCCC1)C(c1cccs1)N1CCN(C)CC1 (centres undefined)	0	-4	-12	-1	2	-15	-7	2	9
Cc1ccc2nc(SCC(=O)Nc3nonc3N)[nH]c2c1	-2	-15	-30	4	3	-7	-6	0	24
O=C(Nc1nccs1)C1CC(=O)N(Cc2ccco2)C1 (centres undefined)	-3	3	-19	0	3	-5	-7	1	-42
CCCN(CC(=O)c1cc(C)n(C)c1C)S(=O)(=O)c1cccc(C(F)(F)F)c1	0	3	-6	27	-5	7	6	-5	18
CC#CCc1cc2ccccc2c(=O)o1	-1	-17	-18	-2	.	5	.	3	3
CCN(CC)c1ccc(CNc2nc3ccccc3n2CCN2CCOCC2)cc1	1	-10	-17	-5	1	-8	-7	1	10
O=C(N/N=C/c1cccc([N+](=O)[O-])c1)C1COc2ccccc2O1 (centres undefined)	-3	-2	-7	4	-4	-6	-14	0	24
Fc1nc(N2CCCC2)c(F)c(Oc2ccccc2Oc2c(F)c(F)nc(N3CCCC3)c2F)c1F	3	-10	-20[20 µM]	0	3	-9	3	0	-124
COC(=O)C1=C(C)Nc2ncnn2C1c1ccccn1 (centres undefined)	-3	-25	-15[20 µM]	4	3	-16	5	1	-4
O=C1NN(c2ccc(F)cc2)C(=O)/C1=C\C=C\c1ccco1	6	-14	-3	4	1	-10	-8	5	-18
CCCN(CCC)C(=O)CC(c1ccccc1)c1ccc(C)cc1O (centres undefined)	-7	16	-9[20 µM]	1	-8	-1	-9	2	48
Cc1ccccc1OCc1csc(N)n1	-6	-4	-20	0	2	-6	-5	-1	-21
Cc1ccc(S(=O)(=O)N2CCOCC2)cc1NC(=O)COc1ncnc2ccccc12	-5	-9	-22	1	4	2	-6	-2	2
Cn1c(N)c(C(=O)CSc2ccccn2)c(=O)n(C)c1=O	-1	-1	-9	0	-4	-8	-10	-1	36
OCCC1CN(Cc2nc3ccccc3s2)CCN1C1CCCCC1 (centres undefined)	-6	-11	-19	-2	0	0	2	1	7
N#C/C(=C\c1ccccc1)c1n[nH]c(Cn2cncn2)n1	2	0	-16[20 µM]	-16	3	1	-2	1	-40
CN(Cc1ccc(-n2cccn2)cc1)Cc1nc(-c2cnccn2)no1	-3	-4	-33	-6	0	-5	5	0	-14
Cc1ccc(-c2n[nH]c(=O)c3ccccc23)cc1S(=O)(=O)Nc1ccc(F)cc1	-7	-12	-14	0	1	-11	-8	-3	-1
COc1[nH]c(/N=C/c2ccccc2)c(C#N)c1C#N	-18	39	-9	2	7	-2	0	-5	-49
O=C(Nc1nc2c(s1)CN(Cc1ccccc1)CC2)C1CCC1	130*	-13	-24	-8	4	-19	-7	42	-36
CCOC(=O)C1CCCN(C2CC(=O)N(c3ccc(C(C)C)cc3)C2=O)C1 (centres undefined)	-4	-20	-20	-2	2	2	-5	1	-5
CCOc1ccc(-n2c(C)nc3cc(C(=O)NCCCN4CCOCC4)ccc32)cc1	-10	-22	-22	3	5	-15	-5	-3	10
COC(=O)C(Cc1ccccc1)NC(=O)c1ccc(C)cc1 (centres undefined)	6	8	1	9	-3	-1	-2	.	32
CCNC(=S)NNC(=O)c1cccc(Br)c1	1	-21	-15[20 µM]	-6	3	2	-2	0	-33
CC(C)(C)n1nnnc1CN(Cc1ccc(F)cc1)Cc1ccco1	-8	10	-23[20 µM]	-2	0	-10	-5	-2	-9
Cc1ccc(C(=O)Nc2ccnc(-c3cccnc3)n2)cc1	0	-11	-51	-3	7	-11	-6	-3	0
O=C1C=C(c2ccccc2)CC(/C=C/c2ccccc2)C1 (centres undefined)	1	-11	-11	6	-1	-16	-2	-3	9
Cc1cc(NC(=O)CSc2nnc(COc3cccc(C)c3C)n2C)no1	-2	-10	-22	7	7	-2	-6	-2	-31
NC(=O)c1c(NC(=O)c2ccccc2)sc2c1CCc1ccccc1-2	0	10	-2[20 µM]	-20	-4	0	-3	0	-155
COc1ccc2c(C)nc(Nc3nc(C)cc(C)n3)nc2c1	-2	-18	5[20 µM]	0	-3	-11	-10	-2	-66

A run of entries from the list above, for reference:
SMILES	Runt-SMMHC FRET	EBV gp42 block	Furin inh	Tb hexokinase	p97 ATPase inh	p47phox inh	RBBP9 inh	Runt-CBFb FRET	m-calpain inh
N#C/C(=C\c1ccccc1)c1n[nH]c(Cn2cncn2)n1	2	0	-16[20 µM]	-16	3	1	-2	1	-40
CN(Cc1ccc(-n2cccn2)cc1)Cc1nc(-c2cnccn2)no1	-3	-4	-33	-6	0	-5	5	0	-14
Cc1ccc(-c2n[nH]c(=O)c3ccccc23)cc1S(=O)(=O)Nc1ccc(F)cc1	-7	-12	-14	0	1	-11	-8	-3	-1
COc1[nH]c(/N=C/c2ccccc2)c(C#N)c1C#N	-18	39	-9	2	7	-2	0	-5	-49
O=C(Nc1nc2c(s1)CN(Cc1ccccc1)CC2)C1CCC1	130*	-13	-24	-8	4	-19	-7	42	-36
CCOC(=O)C1CCCN(C2CC(=O)N(c3ccc(C(C)C)cc3)C2=O)C1 (centres undefined)	-4	-20	-20	-2	2	2	-5	1	-5
CCOc1ccc(-n2c(C)nc3cc(C(=O)NCCCN4CCOCC4)ccc32)cc1	-10	-22	-22	3	5	-15	-5	-3	10
COC(=O)C(Cc1ccccc1)NC(=O)c1ccc(C)cc1 (centres undefined)	6	8	1	9	-3	-1	-2	.	32
CCNC(=S)NNC(=O)c1cccc(Br)c1	1	-21	-15[20 µM]	-6	3	2	-2	0	-33
CC(C)(C)n1nnnc1CN(Cc1ccc(F)cc1)Cc1ccco1	-8	10	-23[20 µM]	-2	0	-10	-5	-2	-9
Cc1ccc(C(=O)Nc2ccnc(-c3cccnc3)n2)cc1	0	-11	-51	-3	7	-11	-6	-3	0
O=C1C=C(c2ccccc2)CC(/C=C/c2ccccc2)C1 (centres undefined)	1	-11	-11	6	-1	-16	-2	-3	9
Cc1cc(NC(=O)CSc2nnc(COc3cccc(C)c3C)n2C)no1	-2	-10	-22	7	7	-2	-6	-2	-31
NC(=O)c1c(NC(=O)c2ccccc2)sc2c1CCc1ccccc1-2	0	10	-2[20 µM]	-20	-4	0	-3	0	-155
COc1ccc2c(C)nc(Nc3nc(C)cc(C)n3)nc2c1	-2	-18	5[20 µM]	0	-3	-11	-10	-2	-66
